# Compound activity (PubChem)
# M1 ag – activates human CHRM1 receptor | CHO-K1 hM1, Fluo-8 calcium fluorescence, agonist mode; 0% DMSO, 100% acetylcholine EC100 | hit rate 0.33% among 360,000 | activation, % at 3 µM | AID 588814;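 active means activation above the run's mean compound activation plus 3 SD, cut at about 16% in these data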;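 further: peak over basal fluorescence ratio within a 140 s kinetic read after compound addition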
# Target sequence (P11229 whole entry, looked up): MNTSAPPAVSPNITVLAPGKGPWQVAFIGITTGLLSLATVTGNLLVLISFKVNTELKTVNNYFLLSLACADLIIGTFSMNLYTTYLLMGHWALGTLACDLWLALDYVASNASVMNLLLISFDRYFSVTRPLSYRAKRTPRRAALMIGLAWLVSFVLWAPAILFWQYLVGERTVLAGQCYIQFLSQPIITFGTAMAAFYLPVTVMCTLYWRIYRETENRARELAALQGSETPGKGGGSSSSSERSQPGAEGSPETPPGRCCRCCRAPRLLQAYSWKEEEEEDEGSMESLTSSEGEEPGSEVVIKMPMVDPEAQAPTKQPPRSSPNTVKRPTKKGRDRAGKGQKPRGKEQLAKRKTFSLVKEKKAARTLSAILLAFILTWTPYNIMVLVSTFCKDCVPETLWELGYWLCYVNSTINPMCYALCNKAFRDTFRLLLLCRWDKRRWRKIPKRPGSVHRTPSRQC
# OXTR potentiator – potentiates the human oxytocin receptor response; P30559; CHO-OTR cells, Fluo-8 calcium fluorescence, potentiator mode; 0% = oxytocin EC15, 100% = EC100; activation, % at 3 µM; hit rate 0.061% among 320,000; AID 2445;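 active means activation above that plate's cutoff, the mean activation of tested compounds plus 3 SD, cut at about 6.6% in these data, passing the limit was not always enough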;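 further: 100% uses oxytocin at 75 nM as the full agonist control; some results filed as inactive read as strong as hits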
#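 System: human OTR in CHO cells / Also added: sub-maximal oxytocin, roughly EC15 / Control set: EC15 oxytocin low, 75 nM oxytocin high / Schedule: 6 min compound pre-incubation at room temperature, 100 s kinetic read / Compound: single-point 3.0 µM / Replication: singlicate / Technique: Fluo-8 calcium dye fluorescence / Read-out basis: % activation of max/min ratio relative to oxytocin controls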
# CHO parental Ca – counter-screen for OX1R antagonists: effect in parental CHO cells; parental CHO-K1, ATP-induced calcium, Fluo-8 fluorescence; inhibition, % at 5.6 µM; hit rate 0.63% among 330,000; AID 463079;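 active means inhibition above that plate's mean sample inhibition plus 3 SD, cut at about 26% in these data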;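 further: 0% = ATP-challenged DMSO wells and 100% = DMSO wells without ATP; some compounds past the cut are filed as inactive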
#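 Test system: untransfected parental CHO cell line; also added: ATP stimulus; dosing: 5.6 µM, single dose; signal: calcium-sensitive Fluo-8 fluorescence; measure: percent inhibition of ATP-evoked calcium rise, normalized to controls; benchmarks: low control ATP plus DMSO, high control DMSO only; replication: one well per compound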
# V1R ag counter – activates human V1a receptor in oxytocin agonist counter-screen | P37288 | CHO-V1R cells, Fluo-8 calcium fluorescence, agonist mode; 0% DMSO, 100% 3 nM vasopressin | activation, % at 3 µM | hit rate 0.25% among 320,000;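 active means activation above the mean activation of all tested compounds plus 3 SD, per screening run, cut at about 20% in these data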;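 further: signal is peak over basal fluorescence ratio across a 100 second FLIPR read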
# TAAR1 ag – agonists of human TAAR1; activation, % at 3 µM; Q96RJ0; CHO RD-HGA16 TAAR1, Fluo-8 calcium fluorescence; vehicle wells 0%, saturating PEA agonist 100%; hit rate 0.99% among 360,000; AID 624467;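 active means activation above the mean activation of all test compounds in the run plus 3 SD, cut at about 38% in these data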
# Target sequence (Q96RJ0 whole entry, looked up): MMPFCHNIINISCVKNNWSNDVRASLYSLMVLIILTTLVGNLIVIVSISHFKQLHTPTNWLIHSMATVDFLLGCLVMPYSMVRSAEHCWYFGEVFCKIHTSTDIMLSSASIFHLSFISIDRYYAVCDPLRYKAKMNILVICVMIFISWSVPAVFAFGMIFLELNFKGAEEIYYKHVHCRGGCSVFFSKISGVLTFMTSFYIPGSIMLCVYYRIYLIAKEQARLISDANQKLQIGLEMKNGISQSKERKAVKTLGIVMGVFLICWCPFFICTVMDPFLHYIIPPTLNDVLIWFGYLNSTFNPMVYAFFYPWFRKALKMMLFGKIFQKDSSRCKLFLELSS
#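 Signal – calcium-sensitive Fluo-8 signal, excitation 470-495, emission 515-575 nm · System – RD-HGA16 (CHO) cells co-expressing Gα16 and hTAAR1 · Incubation – 17-24 h seeding, 75 min 37 °C dye, 30 min RT · Compound dosing – 3 µM single concentration · Repeats – no replicates (n 1)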
# TAAR1 antag – human TAAR1 antagonism. Q96RJ0. CHO RD-HGA16 TAAR1, Fluo-8 calcium fluorescence, antagonist. inhibition, % at 3 µM. hit rate 1.5% among 360,000;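 active means inhibition above a per-plate cutoff, the mean inhibition of test compounds on that plate plus 3 SD, cut at about 49% in these data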;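 further: 0% = DMSO plus EC80 beta-PEA response and 100% = DMSO alone without agonist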
#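 Test system: RD-HGA16 CHO cells with stable hTAAR1 and Gα16 / Probe or stimulus: EC80 β-phenethylamine stimulus / Times: seeding 17-24 h prior, 75-min 37 °C, 30-min RT dye loading / Detection: Fluo-8 calcium-sensitive fluorescence / Read-out basis: % inhibition scaled between DMSO and EC80 PEA controls / Repeats: singlicate, one well per test compound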
# CHO-K1 Ca antag – M1 antagonist counterscreen hit in parental CHO-K1 cells. hit rate 0.6% among 360,000. inhibition, % at 3 µM. AID 602250. ATP-induced calcium, Fluo-8 fluorescence;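 active means inhibition above a per-plate cutoff, the plate's mean sample inhibition plus 3 SD, cut at about 24% in these data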;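 further: 0% = DMSO plus EC80 ATP and 100% = DMSO alone without ATP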
# CHO-K1 Ca ag – M1 agonist counterscreen hit in parental CHO-K1 cells. Fluo-8 calcium fluorescence; scaled to maximal ATP response, vehicle zero. activation, % at 3 µM. hit rate 0.48% among 360,000; in the data active means activation above about 15%;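 further: untransfected CHO-K1 host cells lacking M1 receptor as counterscreen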
# CHO-K1 Ca PAM – nonselective activator or artifact in parental CHO-K1 calcium assay. AID 602247. ATP EC20, Fluo-8 calcium fluorescence; 0% at ATP EC20, 100% at ATP max. activation, % at 3 µM. hit rate 0.02% among 360,000;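 active means activation above the run cutoff, the mean activation of all test compounds plus 3 SD, cut at about 40% in these data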;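 further: peak over basal fluorescence ratio in a 140 s read after ATP addition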
# Active calls of the source: *; nt = not tested or not shown.
1	O=C(Nc1nnc(C2=COCCO2)o1)c1cccc(Br)c1
2	COc1cc(OC)cc(-c2nnc(SCC(=O)N3CCCC3)o2)c1
3	Cn1c(-c2c(N)n(-c3ccccc3)c3nc4ccccc4nc23)nc2ccccc21
4	COc1ccc(Cl)cc1-c1nc(SCC(=O)N(C)C2CCS(=O)(=O)C2)n[nH]1 (configuration not stated)
5	OC[C@H]1O[C@@H](c2nc(-c3ccccc3Br)no2)[C@H](O)[C@@H]1O

assay / entry,1,2,3,4,5
M1 ag,-1,-2,-1,-2,-1
OXTR potentiator,-9,-2,0,6,nt
CHO parental Ca,-7,7,4,-11,nt
V1R ag counter,-0.1,-0.6,3.4,0.4,nt
TAAR1 ag,1,1,8,1,2
TAAR1 antag,-10,9,30,-19,-13
CHO-K1 Ca antag,1,1,11,-6,5
CHO-K1 Ca ag,0.2,0.0,2.2,0.6,0.1
CHO-K1 Ca PAM,-4,11,5,21,2

6	CCOc1ccccc1NC(=O)NC1CCCCCCC1
7	Cc1nc2cc(-c3ccsc3-n3c(C)ccc3C)[nH]n2c(=O)c1Cl
8	CC(OC(=O)c1ccccc1NCc1ccco1)C(=O)Nc1ncc(Cl)cc1Cl (configuration not stated)
9	Cc1ccc(NC(=O)/C=C\C(=O)NCC(=O)O)cc1
10	O=C(O)c1ccccc1NC(=O)c1cc(-c2ccccc2)nc2ccccc12

assay / entry,6,7,8,9,10
M1 ag,-5,-1,-5,-3,6
OXTR potentiator,nt,-5,-9,-2,-4
CHO parental Ca,nt,-10,-8,4,-17
V1R ag counter,nt,0.7,-1.6,1.0,7.8
TAAR1 ag,-3,9,-2,6,8
TAAR1 antag,-3,21,-1,6,16
CHO-K1 Ca antag,-12,-7,-12,3,8
CHO-K1 Ca ag,1.3,1.3,0.2,0.2,2.2
CHO-K1 Ca PAM,20,9,24,-4,-20

11	CC(C(=O)NCc1ccc(F)cc1)n1ccc2cc(S(=O)(=O)N3CCCC3)ccc21 (configuration not stated)
12	O=C(Cc1ccc(NC(=O)C2CCN(C(=O)C3CCCCC3)CC2)cc1)Nc1cccc(C(=O)N2CCCCC2)c1
13	CC(C)Cc1nc2oc3c(=O)[nH]cnc3c2c2c1CCCC2
14	O=C(NCc1nc2ccccc2[nH]1)c1ccc(Cl)c(S(=O)(=O)N2CCCC2)c1
15	COc1ccc(CN2CCC[C@]3(N[C@H](c4ccc(C(F)(F)F)cc4)[C@@H]4C(=O)N(Cc5ccccc5)C(=O)[C@@H]43)C2=O)cc1

assay / entry,11,12,13,14,15
M1 ag,-4,-5,-4,-4,-6
OXTR potentiator,-4,nt,-3,-19,nt
CHO parental Ca,-9,nt,-8,-35,nt
V1R ag counter,2.9,nt,-0.3,-0.5,nt
TAAR1 ag,1,0,2,6,1
TAAR1 antag,-4,-14,1,16,-36
CHO-K1 Ca antag,3,-7,-6,-3,1
CHO-K1 Ca ag,2.2,0.5,0.8,0.6,0.8
CHO-K1 Ca PAM,11,3,24,-6,-6

16	CN(C(=O)c1cc(-c2ccc3c(c2)OCO3)on1)c1ccccc1
17	O=C(COc1ccccc1F)NCC(c1ccco1)N1CCCC1 (configuration not stated)
18	Cc1nn(C)c(Nc2ccc(Br)cc2)c1Br
19	COc1ccc(C(O)c2cnc(C)n2Cc2ccccc2)cc1 (configuration not stated)
20	CN(C)C(=S)Nc1ccc(N2CCOCC2)cc1

assay / entry,16,17,18,19,20
M1 ag,-1,-15,-2,-4,-3
OXTR potentiator,-9,-6,-31,nt,-1
CHO parental Ca,0,-11,71*,nt,-9
V1R ag counter,0.2,-0.1,6.0,nt,0.4
TAAR1 ag,0,4,6,3,0
TAAR1 antag,-10,2,8,-2,2
CHO-K1 Ca antag,-11,-3,11,1,1
CHO-K1 Ca ag,1.1,0.4,11,1.8,0.3
CHO-K1 Ca PAM,-5,-5,0,1,19

21	Cc1ccc(S(=O)(=O)N2CCCC2C(=O)Nn2cnnc2)cc1 (configuration not stated)
22	COc1ccc(OC)c(C2=NS(=O)(=O)N(C)C(C(=O)Nc3ccc(F)cc3F)=C2)c1
23	CCN(CC)S(=O)(=O)c1ccc(C)c(NC(=O)c2cc(C)oc2C)c1
24	Cc1ccc(C(=O)O/N=C(/c2nonc2N)N(C)C)cc1
25	O=C1OCC2=C1C(c1ccc(Cl)cc1)CC(=O)N2c1ccc(F)cc1 (configuration not stated)

assay / entry,21,22,23,24,25
M1 ag,1,-2,-3,-1,-5
OXTR potentiator,-3,-6,13*,-7,-10
CHO parental Ca,-10,5,-15,5,-10
V1R ag counter,0.8,2.5,-1.1,1.4,1.7
TAAR1 ag,3,2,-2,7,1
TAAR1 antag,-4,33,-11,-4,2
CHO-K1 Ca antag,-25,-12,-9,2,-8
CHO-K1 Ca ag,0.1,5.1,0.6,3.3,0.5
CHO-K1 Ca PAM,-6,15,13,4,6

26	Cc1ccc(CNC(=O)COC(=O)c2c(C)noc2C)cc1
27	Fc1ccccc1NC(=S)N1CCC(c2ccccc2)C1 (configuration not stated)
28	Cc1ccc(-n2c(-c3ccco3)nc3c(cnn3-c3ccc(C)cc3)c2=O)cc1
29	O=c1cc(C(F)F)oc2c1ccc1ccccc12
30	CN(C)S(=O)(=O)c1cccc(NC(=O)COC(=O)CNC(=O)c2ccccc2F)c1

assay / entry,26,27,28,29,30
M1 ag,-2,-1,1,-5,-2
OXTR potentiator,-10,-3,-7,-12,-3
CHO parental Ca,-7,4,1,-23,-5
V1R ag counter,0.1,0.6,0.4,-1.2,0.1
TAAR1 ag,1,1,0,10,0
TAAR1 antag,0,-10,-19,-18,0
CHO-K1 Ca antag,-17,-12,4,-5,-16
CHO-K1 Ca ag,0.2,1.1,-0.1,-0.6,1.1
CHO-K1 Ca PAM,-9,11,20,3,15

31	COc1ccc(CN2CCCC(C(=O)Nc3cccc(-n4cnnn4)c3)C2)c(C)c1C (configuration not stated)
32	CC(Sc1nnc(-c2ccccc2F)n1C1CC1)C(=O)NCc1ccco1 (configuration not stated)
33	O=C(CSc1nnc(-c2ccncc2)n1-c1ccccc1)N1CCN(c2ccc(Cl)cc2)CC1
34	O=S(=O)(CC(CN1CCCC1)N1CCCC1)c1ccc2ccccc2c1 (configuration not stated)
35	S=c1[nH]ncc2ccccc12

assay / entry,31,32,33,34,35
M1 ag,-2,-1,-2,-7,-2
OXTR potentiator,-8,2,1,-18,1
CHO parental Ca,-11,-22,-12,-8,-2
V1R ag counter,9.4,0.0,0.3,0.7,0.5
TAAR1 ag,18,-1,21,8,5
TAAR1 antag,-9,-1,-1,5,-6
CHO-K1 Ca antag,-11,14,3,-6,-18
CHO-K1 Ca ag,6.1,-0.2,0.1,0.7,0.3
CHO-K1 Ca PAM,18,-9,9,24,7

# Ordered by length of the SMILES (lowest first): part of the list above
35	S=c1[nH]ncc2ccccc12
29	O=c1cc(C(F)F)oc2c1ccc1ccccc12
27	Fc1ccccc1NC(=S)N1CCC(c2ccccc2)C1 (configuration not stated)
24	Cc1ccc(C(=O)O/N=C(/c2nonc2N)N(C)C)cc1
32	CC(Sc1nnc(-c2ccccc2F)n1C1CC1)C(=O)NCc1ccco1 (configuration not stated)
25	O=C1OCC2=C1C(c1ccc(Cl)cc1)CC(=O)N2c1ccc(F)cc1 (configuration not stated)
31	COc1ccc(CN2CCCC(C(=O)Nc3cccc(-n4cnnn4)c3)C2)c(C)c1C (configuration not stated)

assay / entry,35,29,27,24,32,25,31
M1 ag,-2,-5,-1,-1,-1,-5,-2
OXTR potentiator,1,-12,-3,-7,2,-10,-8
CHO parental Ca,-2,-23,4,5,-22,-10,-11
V1R ag counter,0.5,-1.2,0.6,1.4,0.0,1.7,9.4
TAAR1 ag,5,10,1,7,-1,1,18
TAAR1 antag,-6,-18,-10,-4,-1,2,-9
CHO-K1 Ca antag,-18,-5,-12,2,14,-8,-11
CHO-K1 Ca ag,0.3,-0.6,1.1,3.3,-0.2,0.5,6.1
CHO-K1 Ca PAM,7,3,11,4,-9,6,18

30	CN(C)S(=O)(=O)c1cccc(NC(=O)COC(=O)CNC(=O)c2ccccc2F)c1
33	O=C(CSc1nnc(-c2ccncc2)n1-c1ccccc1)N1CCN(c2ccc(Cl)cc2)CC1

assay / entry,30,33
M1 ag,-2,-2
OXTR potentiator,-3,1
CHO parental Ca,-5,-12
V1R ag counter,0.1,0.3
TAAR1 ag,0,21
TAAR1 antag,0,-1
CHO-K1 Ca antag,-16,3
CHO-K1 Ca ag,1.1,0.1
CHO-K1 Ca PAM,15,9

# Other results:
36	CCOC(=O)c1ccc(N2C(=O)C(O)=C(C(C)=O)C2c2ccc([N+](=O)[O-])cc2)cc1 (configuration not stated)
37	Cc1cccnc1NC(=O)CSc1ccc2c(c1)OCCO2
38	NC(=O)[C@@H]1[C@@H]2C(=O)N(c3ccc(F)cc3)C(=O)[C@@H]2[C@H]2C=Cc3ccccc3N21
39	O=C(c1ccc(Cl)c(Cl)c1)N(Cc1ccco1)c1ccc(O)cc1
40	Cc1ccc(C(=O)Nc2nnc(Cc3ccccc3)s2)cc1
41	Cc1ccc(-c2nnc3c(C(F)(F)F)nc4ccccc4n23)cc1
42	O=S(=O)(c1ccc(-c2ccno2)s1)N1CCCCC1
43	C=CCNC(=S)N1CCC(C(=O)c2ccc(C)cc2)CC1

assay / entry,36,37,38,39,40,41,42,43
M1 ag,-2,-2,-4,-3,-1,-5,-7,-1
OXTR potentiator,0,-1,-10,-7,0,3,-3,-6
CHO parental Ca,-6,-17,-9,-20,-3,-5,6,-7
V1R ag counter,1.9,0.4,1.3,2.2,1.1,-0.2,1.1,7.0
TAAR1 ag,2,7,2,12,-1,0,-1,1
TAAR1 antag,-10,0,-4,27,9,-9,-20,4
CHO-K1 Ca antag,-7,-11,5,6,19,-8,-4,-6
CHO-K1 Ca ag,0.8,0.3,0.4,0.9,6.4,0.5,0.0,1.5
CHO-K1 Ca PAM,21,11,-16,-1,16,9,1,12
